TRHR ag = activates the human TRH receptor; 360,000 tested, 0.18% active; activation, % at 2 µM; TRHR cells, calcium flux fluo-8, FDSS agonist mode; in the data active means activation above about 30%; further: 0% is about no effect
Target sequence (P34981 whole entry, looked up): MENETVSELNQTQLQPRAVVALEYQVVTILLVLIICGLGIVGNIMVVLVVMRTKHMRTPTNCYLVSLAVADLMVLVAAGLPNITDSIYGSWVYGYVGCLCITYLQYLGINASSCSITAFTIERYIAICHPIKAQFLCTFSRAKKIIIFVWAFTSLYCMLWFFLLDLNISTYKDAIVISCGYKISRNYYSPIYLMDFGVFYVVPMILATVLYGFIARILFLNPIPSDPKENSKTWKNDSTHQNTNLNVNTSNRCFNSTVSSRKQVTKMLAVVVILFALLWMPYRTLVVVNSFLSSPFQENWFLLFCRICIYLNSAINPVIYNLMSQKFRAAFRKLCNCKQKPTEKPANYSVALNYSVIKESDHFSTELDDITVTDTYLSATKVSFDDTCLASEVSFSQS
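Read-out: compound-evoked intracellular calcium rise in TRHR cells, fluo-8 dye, kinetic FDSS fluorescence at 1 s/cycle following a 10-cycle baseline. Cells cultured overnight before dye loading (30 min–1.5 h, RT).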
Pin1 inh = inhibitors of human Pin1. Q13526. Potency, µM (titrated, usually from 115 µM), for the others: at the top dose activity, negative = inhibition, hits mostly inhibitors. 390,000 tested, 0.009% active. Pin1 FP peptide displacement, HiFluor488, 10 min; active means well fitted inhibition curve with a large enough effect in the polarisation, with a control signal flat, not every such curve was filed as active; inconclusive means small, poorly fitted or top-dose-only effect, or effect the other way, or a change in a side signal; inactive means no such curve, though single readings can be large or run the other way; the % refers to the polarisation; further: potency means the concentration at half of the fitted maximal effect; on the % scale 0 is the no-effect control and ±100 the full control effect
Target sequence (Q13526 whole entry, looked up): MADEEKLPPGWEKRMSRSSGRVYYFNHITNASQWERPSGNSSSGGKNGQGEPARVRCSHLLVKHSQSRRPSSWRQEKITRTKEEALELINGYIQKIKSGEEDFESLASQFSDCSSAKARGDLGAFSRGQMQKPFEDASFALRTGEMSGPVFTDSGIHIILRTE
IDH1 R132H inh = blocks human mutant IDH1 R132H enzyme; O75874; IDH1-R132H enzyme, NADPH consumption, diaphorase/resazurin fluorescence; Potency, µM (titrated, usually from 76.6 µM), without a hit: top-dose activity change, negative = inhibition, actives largely listed as inhibitors; 390,000 tested, 0.093% active; AID 602179; further: potency means the concentration at half of the fitted maximal effect; on the % scale 0 is the no-effect control and ±100 the full control effect; nearly all actives have a fitted effect of over 65% in size
Target sequence (O75874 whole entry R132H, stated change not applied): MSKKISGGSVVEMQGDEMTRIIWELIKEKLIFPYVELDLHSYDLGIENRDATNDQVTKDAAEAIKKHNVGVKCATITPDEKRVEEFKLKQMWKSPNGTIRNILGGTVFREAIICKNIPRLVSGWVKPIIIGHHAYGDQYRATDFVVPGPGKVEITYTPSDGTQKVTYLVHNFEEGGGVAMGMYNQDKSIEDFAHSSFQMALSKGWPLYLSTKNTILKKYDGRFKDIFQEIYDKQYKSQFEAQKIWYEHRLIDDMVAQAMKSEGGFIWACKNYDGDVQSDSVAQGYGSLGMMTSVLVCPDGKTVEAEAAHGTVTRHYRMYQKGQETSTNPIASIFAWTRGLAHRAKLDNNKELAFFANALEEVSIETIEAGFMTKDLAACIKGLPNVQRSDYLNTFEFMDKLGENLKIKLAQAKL
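IDH1-R132H (0.5 ug/mL dispensed) in pH 7.5 Tris buffer was preincubated 30 min with compound, then given a substrate mix of 0.016 mM NADPH and 2 mM alpha-KG for 80 min at room temperature; remaining NADPH was read by diaphorase/resazurin fluorescence.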
TrxR1 substrate = is turned over as a substrate by rat TrxR1; O89049; purified TrxR1 substrate turnover, NADPH consumption readout; Potency, µM (top dose mostly 114 µM), inactives show top-dose activity change, negative = substrate turnover; 390,000 tested, 0.01% active; further: potency means the concentration at half of the fitted maximal effect; on the % scale 0 is the no-effect control and ±100 the full control effect; nearly all actives have a fitted effect of over 50% in size
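Rat TrxR1, dispensed at 90 nM, was prereduced with 400 uM NADPH (final) for 5 min at ~22 deg C, then incubated with compound 15 min before 400 uM selenite. A first-read NADPH fluorescence drop versus no-compound background flagged substrates.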
rTrxR1 inhibitor = rat TrxR1 inhibition. 390,000 tested, 1% active. O89049. Potency, µM (series often up to 114 µM), for the others: at the highest dose activity change, negative = inhibition, hits mostly inhibitors. recombinant rTrxR1, NADPH fluorescence consumption, selenite substrate; further: potency means the concentration at half of the fitted maximal effect; on the % scale 0 is the no-effect control and ±100 the full control effect; nearly all actives have a fitted effect of over 65% in size
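Rat TrxR1 (90 nM in the dispensed reagent) was pre-reduced with 400 uM NADPH for 5 min at room temperature, then incubated with compound for 15 min. After 400 uM selenite was added, NADPH fluorescence (Ex 340/Em 450 nm) was followed for 8 min.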
D2 agonist = activates the human D2 dopamine receptor; P14416; HEK293 T-REx D2 cells, calcium flux agonist mode; activation, % at 2 µM; 340,000 tested, 0.53% active; AID 485358;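 active means activation over 3 SD above normal in the single-dose calcium agonist read, cut at about 30% in these data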; further: 0% is about no effect
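Calcium-flux readout, 1 cycle/sec over 180 s following compound pin transfer, in inducible HEK293 Trex D2 cells (force-coupled); dopamine controls included. Positive calcium responses during this window marked compounds as potential agonists.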
D2 antag = D2 dopamine receptor (human) antagonism | HEK293 TREx D2 cells, calcium flux, dopamine EC80 | inhibition, % at 10 µM | 340,000 tested, 2% active | AID 485344; in the data active means inhibition above about 30%; further: 0% is about no effect
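Compounds are added to dye-loaded, induced HEK293 T-REx cells coupled to calcium release via D2; after a 3 min kinetic read an EC80 dopamine stimulus is given and fluorescence is recorded for 3 more min.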
TRHR enhancer = allosteric enhancers of human TRH receptor; P34981; TRHR cells, fluo-8 calcium fluorescence, EC20 TRH enhancement; enhancement, % at 2 µM; 360,000 tested, 0.66% active; in the data active means enhancement above about 30%; further: 0% is about no effect
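Enhancer read-out: after compound pinning and an initial kinetic agonist-mode read, an EC20 of TRH (10 nM final) was injected and fluo-8 calcium signal (Ex 480/Em 530) followed at 1 s/cycle for 100 cycles in TRHR-expressing cells.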
USP1 inh = USP1/UAF1 (human) deubiquitinase inhibition. recombinant USP1/UAF1, Ub-Rhodamine cleavage fluorescence. Potency, µM (doses to about 57.1 µM), inactives show at the highest dose activity change, negative = inhibition, actives largely listed as inhibitors. 390,000 tested, 0.23% active; further: potency means the concentration at half of the fitted maximal effect; on the % scale 0 is the no-effect control and ±100 the full control effect; nearly all actives have a fitted effect of over 60% in size; inactives centre near -12
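USP1/UAF1 complex (1 nM) preincubated 15 min at room temperature with compound, then Ub-Rho substrate (150 nM final) added. Kinetic fluorescence at 480/540 nm over 6 reads at 60 s intervals; 50 mM HEPES pH 7.8, 0.5 mM EDTA, 0.1 mg/ml BSA, 1 mM TCEP, 0.01% Tween-20.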
* marks the source's active call; other numbers are inactive results; [ ] = dose if it differs, or a comment. Unless noted, the call rests on the fitted dose curve; in most records, active means well fitted inhibition curve with a large enough effect; inconclusive means small, poorly fitted or top-dose-only effect; inactive means no such curve, though single readings can be large or run the other way. A portion of the library; the hit share may differ from the screen's.

How did CN1/C(=C/C=N/n2cnnc2)C(C)(C)c2ccccc21 do in these assays?
TRHR ag: -1.3; Pin1 inh: 7%; IDH1 R132H inh: 5%; TrxR1 substrate: -1%; rTrxR1 inhibitor: -1%; D2 agonist: -1.0; D2 antag: 56*; TRHR enhancer: 1; USP1 inh: 5%

How did CCOc1cc(C(N)=O)cc(Br)c1OCC do in these assays?
TRHR ag: 0.0; Pin1 inh: -1%; IDH1 R132H inh: 4%; TrxR1 substrate: 2%; rTrxR1 inhibitor: 15%; D2 agonist: 0.2; D2 antag: 1; TRHR enhancer: 16; USP1 inh: -16%

What do the screens show for `O=C(NN1CCOCC1)c1cccc(F)c1`?
Pin1 inh: -1%; IDH1 R132H inh: -7%; TrxR1 substrate: 2%; rTrxR1 inhibitor: 15%; USP1 inh: -21%

Results for COc1cc(O)c(C(C)=O)cc1OC ?
TRHR ag: -0.4; Pin1 inh: 2%; IDH1 R132H inh: -3%; TrxR1 substrate: -4%; rTrxR1 inhibitor: -4%; D2 agonist: -0.1; D2 antag: -21; TRHR enhancer: 1; USP1 inh: -4%

How did COC(=O)c1sccc1NC(=O)CC1C(=O)NCCN1C(=O)c1ccc(C)c(C)c1 (stereo not drawn) do in these assays?
TRHR ag: -0.3; Pin1 inh: 0%; IDH1 R132H inh: 0%; TrxR1 substrate: 6%; rTrxR1 inhibitor: 18%[57.1 µM]; D2 agonist: -2.0; D2 antag: -3; TRHR enhancer: -2; USP1 inh: -13%

What do the screens show for `O=C(Nc1ccccc1Cl)C1CCN(c2nc3ccccc3[nH]2)CC1`?
TRHR ag: 0.0; Pin1 inh: -5%; IDH1 R132H inh: -16%; TrxR1 substrate: 2%[57.1 µM]; rTrxR1 inhibitor: 12%[57.1 µM]; D2 agonist: -1.3; TRHR enhancer: 2; USP1 inh: inconclusive

Results for COc1ccc(Cn2c(=O)[nH]c3cc(C(=O)N4CCN(c5ccc(OC)cc5)CC4)ccc3c2=O)cc1 ?
TRHR ag: 0.0; Pin1 inh: -7%; IDH1 R132H inh: -5%; TrxR1 substrate: -4%; rTrxR1 inhibitor: 13%[57.1 µM]; D2 agonist: 0.8; D2 antag: 18; TRHR enhancer: 7; USP1 inh: -16%

How did COc1ccccc1/C=C1\SC(=S)N(NS(=O)(=O)c2ccc(C)cc2)C1=O do in these assays?
TRHR ag: -0.2; Pin1 inh: inconclusive; IDH1 R132H inh: 8%; TrxR1 substrate: 2%; rTrxR1 inhibitor: 17%; D2 agonist: -1.2; D2 antag: -1; TRHR enhancer: 6; USP1 inh: -25%

What do the screens show for `CN(C)S(=O)(=O)c1cccc(C(=O)Nc2cc3c(cc2C(=O)O)OCCCO3)c1`?
TRHR ag: 0.2; Pin1 inh: -2%; IDH1 R132H inh: 5%; TrxR1 substrate: -2%; rTrxR1 inhibitor: 9%; D2 agonist: 0.6; D2 antag: -19; TRHR enhancer: 4; USP1 inh: -21%

Results for CC(C)c1ccc(OCC(=O)N(Cc2ccc(N(C)C)cc2)C2CCS(=O)(=O)C2)cc1 (stereo not drawn) ?
TRHR ag: -0.5; Pin1 inh: -6%; IDH1 R132H inh: -5%; TrxR1 substrate: 4%; rTrxR1 inhibitor: 19%; D2 agonist: -0.5; TRHR enhancer: 2; USP1 inh: -9%

Results for CC1Cc2ccccc2N1C(=O)CSc1nnc2c(n1)[nH]c1ccccc12 (stereo not drawn) ?
TRHR ag: -0.5; Pin1 inh: 1%; IDH1 R132H inh: 0%; TrxR1 substrate: -11%; rTrxR1 inhibitor: -11%; TRHR enhancer: -3; USP1 inh: -3%

What do the screens show for `CCOc1ccc(-c2cc(C(=O)NCCCn3ccnc3)c3cc(Br)ccc3n2)cc1`?
TRHR ag: 0.4; Pin1 inh: 10%; IDH1 R132H inh: -1%; TrxR1 substrate: 9%[57.1 µM]; rTrxR1 inhibitor: 16%[57.1 µM]; D2 agonist: -0.1; D2 antag: -5; TRHR enhancer: 14; USP1 inh: -24%

What do the screens show for `CCN(CC)S(=O)(=O)c1ccc2nc(COC(=O)c3n[nH]c4ccccc34)[nH]c2c1`?
TRHR ag: 1.0; Pin1 inh: 46%[activator]; IDH1 R132H inh: 14%; TrxR1 substrate: -4%; rTrxR1 inhibitor: -1%; D2 agonist: 0.7; D2 antag: 3; TRHR enhancer: 16; USP1 inh: -5%

Results for CN(Cc1ccccc1)C(=O)CSc1nc2c(c(C(F)(F)F)n1)CCc1ccccc1-2 ?
Pin1 inh: 9%; IDH1 R132H inh: 3%; TrxR1 substrate: 12%; rTrxR1 inhibitor: 25%; USP1 inh: -14%

What do the screens show for `CCOc1ccc(NC(=O)CSc2nnc(C(C)C)n2CC)cc1`?
TRHR ag: -0.2; Pin1 inh: 0%; IDH1 R132H inh: 8%; TrxR1 substrate: -5%; rTrxR1 inhibitor: -1%; D2 agonist: -0.3; D2 antag: 4; TRHR enhancer: 3; USP1 inh: -9%

Among those listed so far, 2 have bromine.
How did CCOc1cc(C(N)=O)cc(Br)c1OCC do in these assays?
TRHR ag: 0.0; Pin1 inh: -1%; IDH1 R132H inh: 4%; TrxR1 substrate: 2%; rTrxR1 inhibitor: 15%; D2 agonist: 0.2; D2 antag: 1; TRHR enhancer: 16; USP1 inh: -16%

What do the screens show for `CCOc1ccc(-c2cc(C(=O)NCCCn3ccnc3)c3cc(Br)ccc3n2)cc1`?
TRHR ag: 0.4; Pin1 inh: 10%; IDH1 R132H inh: -1%; TrxR1 substrate: 9%[57.1 µM]; rTrxR1 inhibitor: 16%[57.1 µM]; D2 agonist: -0.1; D2 antag: -5; TRHR enhancer: 14; USP1 inh: -24%

Other records follow:
How did COc1ccc(-c2noc(Cn3cc(S(=O)(=O)N4CCCC4)ccc3=O)n2)cc1 do in these assays?
TRHR ag: 0.3; Pin1 inh: 15%; IDH1 R132H inh: 7%; TrxR1 substrate: -1%; rTrxR1 inhibitor: 4%; TRHR enhancer: -5; USP1 inh: 0%

What do the screens show for `CCCC(O)(c1ccc(Br)cc1)C(CN1CCOCC1)c1ccc(Cl)cc1` (stereo not drawn)?
TRHR ag: 0.2; Pin1 inh: -1%; IDH1 R132H inh: -8%; TrxR1 substrate: -7%; rTrxR1 inhibitor: 0%; D2 agonist: 1.2; D2 antag: -20; TRHR enhancer: 7; USP1 inh: -10%

Results for Cc1cccc(C(=O)Nc2cccc(OCc3cc(=O)n4cc(C)sc4n3)c2)c1 ?
TRHR ag: -1.2; Pin1 inh: 0%; IDH1 R132H inh: -13%; TrxR1 substrate: 17%; rTrxR1 inhibitor: 41%[activator]; D2 agonist: -0.7; TRHR enhancer: -2; USP1 inh: -16%

Results for Cc1cn([C@H]2C[C@H](O)[C@@H](CCC(=O)NCCc3c[nH]c4ccccc34)O2)c(=O)[nH]c1=O ?
Pin1 inh: 1%; IDH1 R132H inh: 2%; TrxR1 substrate: 2%; rTrxR1 inhibitor: 19%; USP1 inh: -22%

What do the screens show for `N=c1oc2c3c4c(cc2cc1C(=O)Nc1ccccc1)CCCN4CCC3`?
TRHR ag: 94*; Pin1 inh: inconclusive; IDH1 R132H inh: 6%; TrxR1 substrate: -8%; rTrxR1 inhibitor: -16%; D2 agonist: 95*; D2 antag: 71*; TRHR enhancer: -16; USP1 inh: 10µM*

How did CCCC(=O)Nc1cc(OC)c(C(=O)OC)cc1Cl do in these assays?
TRHR ag: -0.3; Pin1 inh: 0%; IDH1 R132H inh: 8%; TrxR1 substrate: -8%[57.1 µM]; rTrxR1 inhibitor: 33%[57.1 µM]; D2 agonist: -0.6; D2 antag: -13; TRHR enhancer: -8; USP1 inh: -18%

What do the screens show for `Cc1cc(/C=N/NS(=O)(=O)c2ccc(F)c(Cl)c2)no1`?
TRHR ag: 1.6; Pin1 inh: 4%; IDH1 R132H inh: 3%; TrxR1 substrate: -17%[57.1 µM]; rTrxR1 inhibitor: 21%[57.1 µM]; D2 agonist: 0.3; D2 antag: 1; TRHR enhancer: 7; USP1 inh: -18%

Results for CC(=O)N1CCN(CC(=O)Nc2cc(S(=O)(=O)N3CCCCC3)ccc2C)CC1 ?
Pin1 inh: 5%; IDH1 R132H inh: -13%; TrxR1 substrate: -1%; rTrxR1 inhibitor: 2%; USP1 inh: -9%

What do the screens show for `CCOC(=O)c1[nH]nc(-c2cc(CC)c(O)cc2O)c1-c1cscn1`?
TRHR ag: -0.2; Pin1 inh: -2%; IDH1 R132H inh: 15%; TrxR1 substrate: -2%; rTrxR1 inhibitor: -2%; D2 agonist: -0.1; D2 antag: 10; TRHR enhancer: 15; USP1 inh: -5%

What do the screens show for `O=C(O)CNS(=O)(=O)/C=C/c1ccccc1`?
TRHR ag: 0.3; Pin1 inh: 1%; IDH1 R132H inh: 0%; TrxR1 substrate: -5%[57.1 µM]; rTrxR1 inhibitor: 2%[57.1 µM]; D2 agonist: 0.2; D2 antag: 0; TRHR enhancer: 2; USP1 inh: -16%

What do the screens show for `CC(C)C(NS(=O)(=O)c1cccc2nsnc12)C(=O)N1CCCCC1` (stereo not drawn)?
TRHR ag: 0.1; Pin1 inh: -1%; IDH1 R132H inh: 2%; TrxR1 substrate: -6%; rTrxR1 inhibitor: 15%; D2 agonist: -0.2; D2 antag: -4; TRHR enhancer: -4; USP1 inh: -25%

How did O=C1/C(=C/c2ccccn2)SC(=S)N1Nc1ncc(C(F)(F)F)cc1Cl do in these assays?
Pin1 inh: 1%; IDH1 R132H inh: -3%; TrxR1 substrate: -18%; rTrxR1 inhibitor: inconclusive; USP1 inh: inconclusive

What do the screens show for `CCOn1c(=O)c(=O)n(OCc2ccccc2)c2ccccc21`?
TRHR ag: 0.3; Pin1 inh: 1%; IDH1 R132H inh: -2%; TrxR1 substrate: -3%; rTrxR1 inhibitor: 1%[57.1 µM]; D2 agonist: 0.2; D2 antag: 4; TRHR enhancer: -2; USP1 inh: -16%

Assay outcomes (PubChem BioAssay)
